FBW7 act = activators of human E3 ligase FBW7. AlphaScreen FBW7–phospho-cyclin E peptide binding, activator screen. normalized activity (activation), % at 26.1 µM. actives 0.13% (n = 650,000). AID 1259310; in the data active = normalized activity above about 1.9%;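 also: purified mutant Fbw7 with reduced substrate affinity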
Target sequence (Q969H0 whole entry, looked up): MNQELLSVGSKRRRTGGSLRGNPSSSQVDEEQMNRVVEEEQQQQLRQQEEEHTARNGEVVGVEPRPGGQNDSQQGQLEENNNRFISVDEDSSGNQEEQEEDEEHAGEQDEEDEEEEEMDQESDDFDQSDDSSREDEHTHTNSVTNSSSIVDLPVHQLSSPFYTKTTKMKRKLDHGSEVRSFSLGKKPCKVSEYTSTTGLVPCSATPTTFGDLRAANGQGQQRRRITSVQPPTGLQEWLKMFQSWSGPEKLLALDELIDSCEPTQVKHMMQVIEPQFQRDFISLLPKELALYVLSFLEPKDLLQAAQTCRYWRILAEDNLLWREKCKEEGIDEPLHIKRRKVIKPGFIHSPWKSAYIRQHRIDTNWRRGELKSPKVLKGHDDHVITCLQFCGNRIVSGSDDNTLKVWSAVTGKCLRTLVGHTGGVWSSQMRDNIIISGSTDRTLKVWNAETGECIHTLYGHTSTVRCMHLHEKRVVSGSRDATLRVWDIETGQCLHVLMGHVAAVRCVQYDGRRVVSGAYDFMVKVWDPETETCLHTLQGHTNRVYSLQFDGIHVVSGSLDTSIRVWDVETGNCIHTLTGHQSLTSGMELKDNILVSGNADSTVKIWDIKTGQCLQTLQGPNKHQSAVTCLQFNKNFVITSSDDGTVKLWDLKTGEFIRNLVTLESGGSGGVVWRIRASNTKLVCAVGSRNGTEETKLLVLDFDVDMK
MITF inh = human MITF inhibition, primary screen; O75030; AlphaScreen MITF homodimerization, bead proximity signal; inhibition, % at 2.6 µM; actives 0.91% (n = 650,000); AID 1259374; in the data active = inhibition above about 50%;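 also: 0% = vehicle wells with protein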
TEAD-YAP inh = TEAD-YAP interaction inhibition; HEK-TIYL cells, TEAD-Gal4/YAP UAS-luciferase luminescence; inhibition, % at 9.12 µM; actives 1.4% (n = 640,000); AID 1259422; in the data active = inhibition above about 32%;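 also: 0% = median of test compound wells and 100% = reference inhibitor wells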
GPR151 activ = activates the human receptor GPR151; PathHunter beta-arrestin GPR151 cells, luminescence; actives 1% (n = 650,000); activation, % at 11.2 µM; Q8TDV0; in the data active = activation above about 4.9%;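 also: 0% = median of compound wells and 100% = cells with positive control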
Starred values were filed as active, the others as inactive.

SMILES | FBW7 act | MITF inh | TEAD-YAP inh | GPR151 activ
NC(=O)c1ccc(-c2nc(NCc3cccnc3)c3ncn(-c4ccccc4)c3n2)cc1 | 0.1 | 2 | 55* | 0.2
O=C(O)c1ccc(Oc2ccc(S(=O)(=O)c3ccc(C(=O)O)c(C(=O)O)c3)cc2)cc1 | 0.0 | -48 | 5 | 1.8
C/C(CC(=O)Nc1ccc(C)cc1)=N\NC(=O)c1cccc(O)c1 | 0.3 | 9 | 35* | -2.9
CCCc1ccc(OCCCC(=O)NC(C)(C)C)cc1 | -0.1 | -4 | -9 | -0.6
COc1cccc2cc(C(=O)N(Cc3ccc(Cl)cc3)CC3CCCO3)c(=O)oc12 (stereo not given) | -0.2 | 11 | -10 | 0.1
COc1cc2nc(-c3ccc(C(=O)NC4CC4)cc3)nc(NCCO)c2cc1OC | 0.0 | 6 | 3 | 0.1
CCOC(=O)c1c(NC(=O)CSc2nnc(CNC(=O)Cc3ccc(OC)cc3)n2-c2ccccc2OC)sc2c1CCCCC2 | 0.9 | 3 | -4 | -1.7
Cc1cc2c(=O)n(CC(=O)NCCN(C)C)cnc2s1 | 0.1 | -4 | -2 | 2.8
COc1cc(C(=O)Oc2ccc(C(C)=O)cc2)cc(OC)c1OC | -0.1 | -7 | -1 | -0.3
Cn1c(NCc2cccc(Cl)c2)nc2ccccc21 | 0.1 | 0 | -5 | 3.6
CC(=Nc1cc(C(C)(C)C)cc(C(C)(C)C)c1O)C1=C(O)c2ccccc2C1=O | 0.2 | 3 | 0 | -0.4
COc1cccc(C2C3=C(CCCC3=O)Nc3ncnn32)c1OC(F)F (stereo not given) | -0.3 | -3 | -1 | -0.2
COc1cc(NC(=O)c2cncc(-c3cccc(C(C)=O)c3)c2)cc(OC)c1OC | 0.0 | 1 | 59* | -0.6
CCOC(=O)c1cccc(C(=O)Nc2ccc(F)cc2)n1 | -0.1 | 6 | -1 | 3.6
COc1ccc(-n2nc3c(c2NC(=O)COc2ccccc2)CS(=O)(=O)C3)cc1 | 0.1 | -2 | -11 | 0.9
N#C/C(=C/c1ccc(-c2ccc(S(N)(=O)=O)cc2)o1)S(=O)(=O)c1ccc(Cl)cc1 | 0.0 | -3 | 2 | 0.5
Cc1nn(C(C)C(=O)O)c(=O)c2c1sc1ccccc12 (stereo not given) | -0.1 | 32 | 2 | 0.1
COc1ccc(-c2csc(=Nc3ccc(Cl)cc3)n2CCCO)cc1F | -0.2 | 20 | 0 | 0.3
Cc1ccc2onc(CC(=O)N(C)c3ccccc3C)c2c1 | 0.1 | 2 | 9 | -0.1
COc1ccc(/C(O)=C2\C(=O)C(=O)NC2c2ccc(Br)cc2)cc1 (stereo not given) | 1.4 | 19 | 1 | -1.1
COc1ccc(OCC(O)CNC(C)c2ccccc2)cc1 (stereo not given) | 0.1 | 4 | 9 | -0.1
CC(=O)Oc1ccc(C(=O)NC(C)CCCC(C)C)cc1 (stereo not given) | -0.1 | 5 | -7 | 2.6
CCOc1cc(C2C3=C(CC(C)(C)CC3=O)N(C)C3=C2C(=O)CC(C)(C)C3)ccc1O | -0.1 | -3 | 7 | 2.0
COc1ccc(Nc2nc(-c3ccc(Br)cc3)cs2)cc1 | -0.2 | 30 | -56 | 2.8
Cc1ccc(C(=O)COC(=O)CCC(=O)Nc2ccc(Oc3ccccc3)cc2)cc1[N+](=O)[O-] | -0.1 | -5 | -8 | 0.1
The list continues:
SMILES | FBW7 act | MITF inh | TEAD-YAP inh | GPR151 activ
CC(=O)Nc1ccc(NC(=O)CSc2nccn2Cc2ccc(F)cc2)cc1 | 0.1 | -9 | 12 | 1.2
Oc1c(C(Nc2ccc(Cl)cc2)c2ccccn2)ccc2cccnc12 (stereo not given) | -1.7 | 69* | 16 | -0.2
CCCOc1ccc(C2C(C(=O)OC)=CN(CC3CCCO3)C=C2C(=O)OC)cc1 (stereo not given) | 0.3 | -28 | -7 | -0.3
COc1ccc(C=C(C(=O)Nc2ccccc2OC)C(=O)Nc2ccccc2OC)cc1O | 0.4 | 3 | 57* | 0.7
CC(C)(C)OC(=O)N[C@@H]1CCN(C(=O)c2cnccc2Nc2ccc(Cl)c(F)c2)C1 | 0.3 | -11 | -3 | -2.0
O=C(Nc1ccc2cn[nH]c2c1)C(O)c1ccc(Br)cc1 (stereo not given) | 0.0 | 3 | 6 | 2.3
CCN(CC)C(=O)C1CCN(S(=O)(=O)c2cccc3nonc23)CC1 | 0.1 | -5 | 10 | 0.1
Cn1c(=O)c2c(nc3n(CC45CC6CC(CC(C6)C4)C5)c(-c4ccc(Br)cc4)cn23)n(C)c1=O | -0.1 | 11 | -12 | -0.1
Cc1ccc2[nH]c3c(c2c1)CCCC3NC(N)=O (stereo not given) | 0.2 | 5 | -2 | 0.4
Cc1cc2cc(C)c3nnc(SCC(N)=O)n3c2cc1C | -0.1 | 20 | -2 | 0.6
C=CCN1C(=O)C(O)(CC(=O)c2ccc(F)cc2)c2ccccc21 (stereo not given) | 0.0 | -8 | 4 | 0.2
CCOc1ccc(OCC)c(NS(=O)(=O)c2cc(C(=O)OC)n(C)c2)c1 | 0.1 | -9 | 2 | -0.4
CSc1cccc(NC(=O)Cc2sc(C)nc2C)c1 | -0.1 | 13 | 16 | -0.6
O=C(c1ccco1)N1CCN(C(=O)C(Cc2ccccc2)N2Cc3ccccc3C2=O)CC1 (stereo not given) | 0.1 | 1 | -8 | -0.2
O=C(CN1CCN(c2ccc(F)cc2)CC1)Nc1ccc2c(c1)OCCO2 | 0.1 | 9 | 23 | -0.5
Cc1onc(-c2c(F)cccc2Cl)c1C(=O)OCC(=O)NC(=O)NC1CCCCC1 | 0.0 | 9 | 7 | 0.6
COc1ccc(C2CC(c3ccccc3)=NN2c2ccc(S(N)(=O)=O)cc2)cc1 (stereo not given) | 0.1 | -14 | -8 | 0.8
Cc1c(Cl)cccc1NC(=O)c1ccc(F)c(S(=O)(=O)N2CCCC2)c1 | 0.0 | 2 | -4 | -0.2
COc1ccc2c(c1)CCc1c(C(=O)NCC(C)C)noc1-2 | -0.1 | -18 | -44 | -1.3
N#Cc1c(-c2ccncc2)c2c([nH]c1=S)CCC2 | 0.1 | -5 | 5 | 4.3
Cc1nc(N(C)c2ccc(C(C)C)cc2)c2c(C)c(C(=O)Nc3cccc(Cl)c3)sc2n1 | 0.2 | -16 | 5 | -0.4
CN1C(=O)N(CN2CCCCC2)C2C1N(C)C(=O)N2CN1CCCCC1 (stereo not given) | -0.1 | -18 | -9 | 0.0
CCCCC(=O)NS(=O)(=O)c1ccc(N=NN2CCCCC2)cc1 | 0.5 | 13 | -10 | 0.9
Cc1sc(N=C(N)N)nc1-c1ccc2c(c1)CCN2C(=O)C1CCCCC1 | -0.1 | 6 | 5 | 5.1*
Cc1nc(SCC(=O)N(C)C2CCS(=O)(=O)C2)c2c3c(sc2n1)CCC3 (stereo not given) | 0.1 | 14 | -8 | 0.8

The list goes on, starting with the last 2 of the part before.
SMILES | FBW7 act | MITF inh | TEAD-YAP inh | GPR151 activ
Cc1sc(N=C(N)N)nc1-c1ccc2c(c1)CCN2C(=O)C1CCCCC1 | -0.1 | 6 | 5 | 5.1*
Cc1nc(SCC(=O)N(C)C2CCS(=O)(=O)C2)c2c3c(sc2n1)CCC3 (stereo not given) | 0.1 | 14 | -8 | 0.8
Cc1ccc(C(=O)CC(=O)c2cc(C)ccc2O)cc1 | -0.1 | 2 | -42 | -1.1
CC(=O)c1c(C)[nH]c(C(=O)OCC(=O)c2c(N)n(C)c(=O)n(C)c2=O)c1C | 0.7 | -4 | 5 | 1.7
COc1ccc(Nc2nc(-c3ccccc3F)nc3ccccc23)c(OC)c1 | -0.2 | -9 | 1 | 1.5
Oc1ccc(/C=N/Nc2cccc3cccnc23)cc1O | 0.0 | -16 | -81 | -0.6
Cc1cc(N2C(=O)c3ccc(C(=O)N4CCCC(C)C4)cc3C2=O)no1 (stereo not given) | -0.2 | -3 | 4 | 0.0
Cc1nn(C)cc1S(=O)(=O)Nc1ccc(Cl)c(Cl)c1 | 0.1 | -3 | 5 | 1.6
O=C(OCc1cc(=O)oc2ccc3ccccc3c12)c1ccccc1O | 0.9 | 13 | -2 | 1.5
Cc1cc2oc(=O)cc(C)c2cc1NC(=O)C(C)C | 0.2 | 18 | -3 | 0.7
C/C(CC(=O)N1CCCC1)=N\NC(=O)COc1ccc(Cl)cc1 | 0.1 | 6 | 6 | 1.6
O=C(N/N=C/c1ccc(F)c(Br)c1)c1ccncc1 | 0.1 | -3 | -8 | 0.0
O=C(NC1CCCCCCC1)c1cnn2c(C(F)(F)F)cc(-c3ccccc3)nc12 | -0.1 | -7 | 0 | 1.7
OC(CNc1cccc(Cl)c1)Cn1c2ccc(Br)cc2c2cc(Br)ccc21 (stereo not given) | 0.0 | -1 | -3 | 0.1
CCOc1ccc(-c2n[nH]c(C)c2-c2ccccc2)c(O)c1C | -0.2 | 12 | 3 | 0.2
CCN1CCN(c2cc(C)c3cc(NC(=O)c4ccccc4F)ccc3n2)CC1 | 0.2 | 5 | -12 | -0.3
Cc1cc(C)cc(NC(=O)c2cnn3c2NC(c2ccco2)CC3C(F)(F)F)c1 (stereo not given) | 1.2 | 18 | 1 | -0.2
N/C(=N\OC(=O)COc1ccc(Br)cc1Cl)c1cccc([N+](=O)[O-])c1 | 0.1 | 16 | 2 | -0.2
C(=C\c1ncccn1)/c1ccccc1 | 0.1 | -1 | -32 | -2.1
CCNc1ccc(N2CCC(C(=O)Nc3ccc(N4CCOCC4)cc3)CC2)nn1 | -0.3 | 12 | 6 | 4.6
COc1ccc(/C=C2/C(=O)N(c3nc4ccccc4s3)N=C2C)cc1OC | 0.0 | 9 | 6 | -1.7
CC1(C)C(C#N)=C(SCC(=O)Nc2ccccc2)NC(=O)C1C#N (stereo not given) | 0.0 | 12 | -13 | -0.1
Cc1ccccc1CN1CCN(C2C3CC4CC(C3)CC2C4)CC1 (stereo not given) | 0.0 | 74* | -1 | 4.7
Cc1cccc(-c2nc3ccccc3c(=O)n2NCc2cccc(F)c2)c1 | -0.1 | -8 | -19 | -0.4
CCN(CC)CCN1CCN(c2ccc(OC)cc2)C1=O | 0.0 | -1 | -7 | -0.2
CCC(=O)n1nc(NCc2ccccc2OC)nc1NCc1ccccc1OC | 0.0 | 13 | -14 | -0.3
CC1(C(=O)/C=C/c2ccco2)CCCCC1 | 0.1 | 21 | -12 | -1.6

Some of the entries so far, as a markdown table:
| compound | FBW7 act | MITF inh | TEAD-YAP inh | GPR151 activ |
| --- | --- | --- | --- | --- |
| Cc1cc2oc(=O)cc(C)c2cc1NC(=O)C(C)C | 0.2 | 18 | -3 | 0.7 |
| C/C(CC(=O)N1CCCC1)=N\NC(=O)COc1ccc(Cl)cc1 | 0.1 | 6 | 6 | 1.6 |

Part of the list above in another layout.
canonical_smiles,FBW7 act,MITF inh,TEAD-YAP inh,GPR151 activ
Cc1nn(C(C)C(=O)O)c(=O)c2c1sc1ccccc12 (stereo not given),-0.1,32,2,0.1
COc1ccc(-c2csc(=Nc3ccc(Cl)cc3)n2CCCO)cc1F,-0.2,20,0,0.3
Cc1ccc2onc(CC(=O)N(C)c3ccccc3C)c2c1,0.1,2,9,-0.1

Carrying on.
SMILES | FBW7 act | MITF inh | TEAD-YAP inh | GPR151 activ
CCOc1ccccc1NC(=O)[C@@H](NS(=O)(=O)c1cccc(C(F)(F)F)c1)C(C)C | -0.1 | -4 | 2 | 0.5
CCOC(=O)c1c(NC(=O)c2ccc(Cl)cc2)sc(C(C)=O)c1C | 0.1 | -3 | 0 | -0.2
CCOc1ccc(C(=O)Nc2c3c(nn2-c2cccc(Cl)c2)CSC3)cc1OCC | 0.0 | 0 | 4 | 0.5
CC(C)c1nnc2n1CCN(C(=O)c1ccccc1C(F)(F)F)CC2 | -0.1 | -10 | -11 | 1.0
Cc1ccc(C(C)C)c(Oc2ccc(C#N)cc2)c1 | -0.1 | -12 | 5 | 0.6
COc1ccc2nc(NC(=O)CCN3C(=O)c4ccccc4C3=O)sc2c1 | 0.2 | 12 | 8 | 1.7
Cc1cccc(OCC(O)CN2CCCC(C)C2)c1C (stereo not given) | -0.1 | 0 | 7 | 0.3
CC(C)(C)C(=O)Nc1ccc(-c2nc3ccccc3c(=O)o2)cc1 | 0.1 | -8 | 12 | -0.1
O=C(CC(SCCO)c1ccc(O)cc1)c1ccco1 (stereo not given) | -0.1 | 5 | -13 | -3.2
O=C(N/N=C/c1cc2c(cc1Cl)OCO2)c1cncc(Br)c1 | 0.0 | 6 | 6 | 1.7
CCS(=O)(=O)N1CCN(Cc2nc3ccc(OC)cc3[nH]2)CC1 | -0.5 | 62* | -7 | -2.1
COc1ccccc1N1CCN(C(=O)c2cc3c(=O)n4cccc(C)c4nc3n2C)CC1 | 0.1 | 11 | -6 | 1.6
O=[N+]([O-])c1ccc(-c2noc(CCCc3ccccc3)n2)cc1 | -0.2 | -10 | 7 | 2.0
O=C(CCCN1C(=O)c2ccccc2C1=O)Nc1cccc2ccccc12 | 0.0 | -46 | -2 | 0.4
COc1cccc(N2C(=O)/C(=C\c3ccccc3)NC2=S)c1 | -0.2 | -2 | -16 | 0.2
COc1ccc(CN2CCN(Cc3cccc(O)c3)CC2CCO)cc1C (stereo not given) | -0.1 | 13 | 6 | -1.5
Brc1ccc2nc(N3CCCCC3)nc(-c3ccccc3)c2c1 | -0.2 | 5 | 7 | 0.0

Screening data (PubChem)
